Screening results deposited in PubChem BioAssay by National Center for Advancing Translational Sciences (NCATS).
BCR signal inh – qHTS Assay to Find Inhibitors of Chronic Active B-Cell Receptor Signaling | 340,000 tested, 0.05% active | AID 493014, 2011 | ABC-DLBCL IkBa-CBG/CBR reporter, luminescence ratio, 4 h | Potency, µM (top dose mostly 46.1 µM), inactives show at the highest dose ratio change, negative = lower green/red ratio, most hits filed as inhibitors; active = well fitted inhibition curve with a large enough effect in the signal ratio, with a control signal flat, not every such curve was filed as active; inconclusive = small, poorly fitted or top-dose-only effect, or effect the other way, or a change in a side signal; the % refers to the signal ratio;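 note: potency is the fitted concentration of half-maximal effect; plate controls were basal doxycycline-induced cells for no effect and cells given 10 µM MG132 for full effect; MG132 reads +100%, hits lower the ratio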
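Concentration-response series (up to 46 uM) were applied to TMD8 dual-reporter cells for 4 h at 37C with doxycycline. Green/red ratio, after filter-overlap correction, defined %Activity; red signal alone was normalised to basal cells and zero luminescence.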
TSHR antag – Antagonists of the Thyroid Stimulating Hormone Receptor: HTS campaign | Thyrotropin receptor (Homo sapiens), P16473 | AID 504810, 2011 | 330,000 tested, 0.2% active | TSHR-expressing cells, TSH-stimulated cAMP HTRF, 2 h; stronger effect = lower value | activity change, negative = inhibition, % at 11.5 µM;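 active = activity change below a set negative limit, meaning inhibition stronger than a set level, cut at about -70% in these data; inconclusive = activity change between two set negative limits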; note: % is set by controls: 0 for no effect and ±100 for the full control effect
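Cell-based HTRF cAMP assay; TSHR cells + compound, TSH EC80 (4nM final), 2 h, 37 deg C. Lysis with anti-cAMP cryptate and cAMP-d2, 30 min RT, read 665/620 nm.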
Eya2 inh – qHTS Assay for Inhibitors of the Phosphatase Activity of Eya2; 330,000 tested, 0.006% active; recombinant Eya2, OMFP fluorescence dephosphorylation (OMFP is methylfluorescein phosphate); Potency, µM (doses to about 76.9 µM), for the others: at the top dose activity, negative = inhibition, actives largely listed as inhibitors; note: potency is the fitted concentration of half-maximal effect; % is set by controls: 0 for no effect and ±100 for the full control effect
Target sequence (O00167 whole entry, looked up): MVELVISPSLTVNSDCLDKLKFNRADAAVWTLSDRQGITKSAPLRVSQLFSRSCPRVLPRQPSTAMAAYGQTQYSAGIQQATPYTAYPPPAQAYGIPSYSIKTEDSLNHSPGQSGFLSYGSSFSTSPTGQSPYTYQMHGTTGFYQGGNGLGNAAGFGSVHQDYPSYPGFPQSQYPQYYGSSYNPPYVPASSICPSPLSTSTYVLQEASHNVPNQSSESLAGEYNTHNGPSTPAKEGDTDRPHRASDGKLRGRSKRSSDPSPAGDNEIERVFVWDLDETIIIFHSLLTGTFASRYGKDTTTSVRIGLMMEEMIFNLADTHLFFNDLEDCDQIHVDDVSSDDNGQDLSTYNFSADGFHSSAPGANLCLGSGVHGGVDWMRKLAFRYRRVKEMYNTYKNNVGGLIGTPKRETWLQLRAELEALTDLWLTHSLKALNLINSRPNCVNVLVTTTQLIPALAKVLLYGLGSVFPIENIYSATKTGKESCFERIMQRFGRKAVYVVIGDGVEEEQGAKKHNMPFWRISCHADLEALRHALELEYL
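Eya2 (0.2 uM) preincubated 10 min at ambient with compound, then OMFP substrate added at 50 uM; 10 min reaction in 50 mM HEPES pH 7.5, 50 mM NaCl, 5 uM MgCl2, 0.05% BSA, 1 mM DTT. Fluorescence read at Ex 485/Em 525 nm.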
PTAP TSG101 blk – qHTS Assay for Iinhibitors of HIV-1 Budding by Blocking the Interaction of PTAP/TSG101. Tumor susceptibility gene 101 protein (Homo sapiens), Q99816. Fluorescence polarization, FITC-PTAP peptide / Tsg101 binding. Potency, µM (titrated, usually from 115 µM), without a hit: at the highest dose activity change, negative = inhibition, usual class: inhibitors. 340,000 tested, under 10 active. AID 493005, 2010; active = well fitted inhibition curve with a large enough effect in the main read-out, with a control signal flat, not every such curve was filed as active; inconclusive = small, poorly fitted or top-dose-only effect, or effect the other way, or a change in a side signal; inactive = no such curve, though single readings can be large or run the other way; note: potency is the fitted concentration of half-maximal effect; % of control where 0% means no effect
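Fluorescence polarization binding of Tsg101 binding domain (10 uM final) to FITC-labeled PTAP peptide (50 nM final) in HEPES pH 7.5 buffer with NaCl, Tween 20, EDTA, TCEP. Compounds added before peptide; binding 20 min at RT.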
Tb PFK inh – qHTS Assay to Find Inhibitors of T. brucei phosphofructokinase. ATP-dependent 6-phosphofructokinase (Trypanosoma brucei brucei), O15648. T. brucei PFK, ADP-Glo luminescence. Potency, µM (highest dose often 57.5 µM), for inactives: at the top dose activity, negative = inhibition, usual class: inhibitors. 330,000 tested, 0.17% active. AID 485367, 2010;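 note: potency is the fitted concentration of half-maximal effect; 0% = uninhibited 1x PFK enzyme wells and -100% = no-enzyme wells; nearly all actives have a fitted effect of over 60% in size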
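Compounds were pin-transferred as a titration series up to 57 uM into substrate buffer (0.5 mM F6P, 0.1 mM ATP, pH 8.0), then 1.25 nM PFK was added and reactions ran 45 min before ADP-Glo detection.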
B2AR arrestin – qHTS assay of beta-arrestin-biased ligands of beta2-adrenergic receptor | beta-arrestin recruitment to beta2AR, cell-based reporter | AID 492947, 2010 | Beta-2 adrenergic receptor (Homo sapiens), P07550 | 330,000 tested, 0.02% active | Potency, µM (highest dose often 46.1 µM), without a hit: at the top dose activation, most hits filed as activators;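 note: potency is the fitted concentration of half-maximal effect; 0% = DMSO controls and full agonism = EC100 isoproterenol or metaproterenol; nearly all actives have a fitted effect of over 65% in size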
Target sequence (P07550 whole entry, looked up): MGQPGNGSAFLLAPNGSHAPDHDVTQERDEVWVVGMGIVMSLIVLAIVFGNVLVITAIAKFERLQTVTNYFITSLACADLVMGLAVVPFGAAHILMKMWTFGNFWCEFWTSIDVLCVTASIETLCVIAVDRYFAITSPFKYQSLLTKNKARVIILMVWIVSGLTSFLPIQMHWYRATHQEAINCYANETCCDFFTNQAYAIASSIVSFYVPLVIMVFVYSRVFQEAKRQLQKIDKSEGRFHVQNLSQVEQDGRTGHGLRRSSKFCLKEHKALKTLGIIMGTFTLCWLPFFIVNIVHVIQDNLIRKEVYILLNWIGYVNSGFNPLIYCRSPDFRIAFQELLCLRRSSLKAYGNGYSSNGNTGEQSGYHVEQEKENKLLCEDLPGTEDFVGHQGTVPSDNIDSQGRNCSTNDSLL
uPA surface inh – qHTS for Inhibitors of Cell Surface uPA Generation | cell surface uPA generation assay, qHTS | Potency, µM (doses to about 38.3 µM), for the others: at the highest dose activity change, negative = inhibition, usual class: inhibitors | 330,000 tested, 0.31% active | AID 540303, 2011; active = well fitted inhibition curve with a large enough effect; inconclusive = small, poorly fitted or top-dose-only effect; inactive = no such curve, though single readings can be large or run the other way; tested in mouse RAW 264.7 cells; note: potency is the fitted concentration of half-maximal effect; % is set by controls: 0 for no effect and ±100 for the full control effect; nearly all actives have a fitted effect of over 55% in size
Mito fusion act – qHTS Assay for Small Molecule Inhibitors of Mitochondrial Division or Activators of Mitochondrial Fusion. Potency, µM (highest dose often 46.1 µM), without a hit: at the top dose growth rescue (activation), actives largely listed as activators. S. cerevisiae fusion-defective mutant growth rescue, CellTiterGlo 48 h. 320,000 tested, 0.23% active;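 note: potency is the fitted concentration of half-maximal effect; % of control where 0% means no effect; nearly all actives have a fitted effect of over 45% in size; temperature-sensitive fusion mutants such as fzo1-1 at 37 °C on non-fermentable ethanol glycerol medium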
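Luminescent cell viability in 1536-well qHTS format served as the measure of rescued growth in ts fusion-mutant S. cerevisiae cultured on non-fermentable YPEG for 48 hours at 37C.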
TCR activator – Activators of T cell receptors: qHTS campaign | primary human leukocytes, anti-CD3, IL-2 HTRF, 48 h | Potency, µM (doses to about 9.22 µM), for the others: top-dose activation of IL-2 secretion, actives largely listed as activators | 330,000 tested, under 10 active; note: % of control where 0% means no effect
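1) Mix primary human leukocytes, a-CD3 beads and compound. 2) Incubate 48 hr. 3) Add HTRF IL-2 reagents (a-IL-2-K, a-IL-2-d2).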
USP2a inh – qHTS Assay for Inhibitors of Ubiquitin-specific Protease USP2a Using CHOP2 as the Reporter | Ubiquitin carboxyl-terminal hydrolase 2 (Homo sapiens), O75604 | USP2 core, Ub-CHOP2 coupled fluorogenic reporter, 485/531 | Potency, µM (titrated, usually from 38.3 µM), for the others: top-dose activity change, negative = inhibition, most hits filed as inhibitors | 330,000 tested, 0.01% active | AID 463254, 2010;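 note: potency is the fitted concentration of half-maximal effect; plate controls were DMSO wells for no effect and full inhibition by NEM control for full effect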
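Deubiquitinase activity read as fluorescence (485/531 nm) after Ub-CHOP2 cleavage activates the enterokinase reporter on its substrate; USP2 core 10nM, Ub-CHOP2 and substrate 25nM each, 30min compound preincubation then 60min RT; data normalized to NEM, curves fitted.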
ELG1 repair inh – qHTS screen for small molecules that inhibit ELG1-dependent DNA repair in human embryonic kidney (HEK293T) cells expressing luciferase-tagged ELG1. HEK293T ELG1-luciferase reporter, luminescence, 16 h; DNA damage induced by 5-fluorouridine. Potency, µM (highest dose often 46.1 µM), for inactives: at the highest dose activity change, negative = inhibition, actives largely listed as inhibitors. 330,000 tested, 2.3% active; note: potency is the fitted concentration of half-maximal effect; % is set by controls: 0 for no effect and ±100 for the full control effect; nearly all actives have a fitted effect of over 55% in size
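5-Fluorouridine DNA damage + compound/DMSO, 2,000 cells/well, 16 h, 37 °C/5% CO2. ONE-Glo, 30 min RT, luminescence. Readout = decrease in reporter signal.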
* marks the source's active call; other numbers are inactive results; ? = inconclusive; / = not tested or not shown; & = joins results of further samples; [ ] = dose if it differs, or a comment. Unless noted, calls come from the whole dose curve; as a rule, active = well fitted curve in the direction sought with a large enough effect; inconclusive = small, poorly fitted or top-dose-only effect, or another doubt; inactive = no such curve, though single readings can be large; an effect the other way counts as inactive or inconclusive. Rows are unselected. About 3% of those tested had a hit in this group.

Fields – PTAP TSG101 blk	TCR activator	ELG1 repair inh	BCR signal inh	B2AR arrestin	Mito fusion act	Eya2 inh	Tb PFK inh	TSHR antag	uPA surface inh	USP2a inh
> COCCNC(=O)Cn1nc(-c2ccc(C)cc2)c2ccccc2c1=O
    -3%	0%	6%	1%	-0.5%	-3%	-13%	0%	14	10%	2%
> O=C(NCCCN1CCOCC1)/C(=C/c1ccc(F)cc1)NC(=O)c1ccccc1
    1%	-9%	8%	2%	0.1%	-8%	1%	5%	-8	-11%	0%
> O=S(=O)(NCc1cn2ccsc2n1)c1ccc2c(c1)OCCO2
    -4%	-2%	-12%	?	-0.4%	-4%	14%	0%	5	1%	0%
> O=C(CSc1nccc(=O)[nH]1)c1ccccc1Br
    1%	9%	12%	11%	0.0%	2%	17%	2%	16	/	0%
> Cc1cc(C)cc(NC(=O)c2ccc(S(=O)(=O)NCc3cccnc3)cc2)c1
    0%	2%	?	-1%	0.2%	-4%	-12%	-2%	-2	25%	0%
> COC(=O)/N=C(/Cc1ccc(OC)cc1)c1ccc(OC)cc1
    -3%	1%	?	-3%	-0.2%	16%	-2%	-7%	0	1%	1%
> CCn1cnc2scc(-c3ccc(C)c(C)c3)c2c1=O
    0%	14%	-3%	?	-0.1%	16%	-5%	2%	-15	7%	-5%
> O=C(Nc1nc2ccccc2s1)C1CC(=O)N(c2ccc(Cl)cc2)C1 (configuration not stated)
    -7%	0%	9%	?	-0.2%	6%	5%	-5%	-8	2%	0%
> Cc1ccc(-c2nnc(Nc3ccc(C(N)=O)cc3)c3ccccc23)cc1S(=O)(=O)NCC1CCCO1 (configuration not stated)
    -6%	-1%[46.1 µM]	?	?	-1.0%	-3%	-16%	5%	-13	-2%	1%
> COc1cc(/C=C2/C(C)=C(C#N)c3nc(N)c(C#N)c(C)c32)ccc1OCC(=O)O
    0%	9%	-17%	3%	0.0%	2%	-19%	-7%	-6	3%	1%
> O=C(CCS(=O)(=O)c1ccccc1)N1CCN(c2ccc(F)cc2)CC1
    2%	14%	?	4%	0.0%	-1%	0%	-7%	16	-5%	0%
> O=[N+]([O-])c1ccc(N/N=C/c2ccccc2)c(F)c1
    -1%	-4%[46.1 µM]	?	?	0.2%	8%	4%	5%	-24	5%	-1%
> CC(C)N(C(=O)CSc1nnc(CSc2ncccn2)n1C)C(C)C
    -7%	3%	2%	-5%	0.5%	0%	4%	-4%	3	-8%	6%
> COc1ccccc1N(CC(=O)N/N=C/c1ccc(SC)cc1)S(C)(=O)=O
    -1%	-7%[46.1 µM]	3%	2%	-0.2%	1%	-4%	-3%	4	-1%	0%
> CCOc1ccc(N(CC(=O)NC2CCCCC2)C(=O)CCC(=O)Nc2nccs2)cc1
    -1%	-1%	6%	-2%	-0.5%	-6%	-5%	0%	1	2%	1%
> CCn1c(=O)c(CCC(=O)N2CCN(c3ccccn3)CC2)c(C)c2c(C)nn(-c3ccccc3)c21
    -6%	2%	16µM*	1%	0.4%	-13%	-2%	0%	-7	6%	4%
> CCc1ccc(NC(=S)N2CCC(NC(=O)c3ccccc3OC)CC2)cc1
    0%	-2%	-11%	-1%	-0.3%	-28%	-11%	3%	-4	-3%	4%
> COC(=O)C1=C(C)NC(=S)NC1c1ccc(OCC(=O)N2CC(C)OC(C)C2)c(OC)c1 (configuration not stated)
    0%	1%	15%	?	-1.5%	-1%	6%	1%	0	2%	0%
> Cc1ccccc1-c1nnc(SCC(=O)N(C)c2c(N)n(Cc3ccccc3)c(=O)[nH]c2=O)n1C
    -3%	0%	1%	-1%	0.2%	2%	4%	-1%	-9	11%	0%
> CCCC(=O)Nc1nn(C)c2nc3cc(C)ccc3cc12
    /	/	-7%	10%	-0.3%	5%	-8%	2%	-7	/	0%
> CC(C)[C@H](NC(=O)[C@H](Cc1ccccc1)n1c(=O)[nH]c2ccccc2c1=O)C(=O)N1CCC[C@H]1C(=O)O
    -2%	7%	1%	0%	-0.2%	-4%	13%	0%	-2	4%	1%
> Fc1ccc(-c2cc(C(F)(F)C(F)F)[nH]n2)cc1
    0%	6%	11%	2%	0.5%	2%	-9%	0%	8	-4%	1%
> COc1ccccc1C1C(C#N)=C(N)Oc2cc(C)n(Cc3ccccn3)c(=O)c21 (configuration not stated)
    1%	-1%	6%	-5%	-0.3%	7%	3%	2%	-17	4%	3%
> CCN(CC)c1c2c(c(C#N)c3nc4ccccc4n13)CCC2
    -7%	-5%[46.1 µM]	-14%	20%	0.1%	2%	-29%	-3%	2	/	3%
> CCOC(=O)c1sc(NC(=S)NC(=O)C2CC2)cc1C
    1%	-5%[46.1 µM]	?	?	0.3%	2%	-1%	5%	-17	5%	4%
> Cc1ccc(NC(=O)CNC(=O)OCc2ccccc2)cc1C
    -3%	1%	-16%	3%	-0.7%	2%	-2%	-2%	-2	-7%	3%
> CCn1c(=O)c2c(nc3n2CCN3c2ccccc2)n(C)c1=O
    -1%	-9%	5%	16%	-0.1%	-1%	-7%	0%	-4	-1%	-5%
> O=C(CSc1nccn1Cc1ccco1)Nc1cccc(F)c1
    -17%	-11%	11%	0%&11%	-0.9%	-4%&-4%	4%	0%	5	0%	-1%
> COC(=O)Cn1c2ccc(F)cc2c2nc(C)sc21
    -5%	2%	2%	-2%	0.1%	1%	9%	2%	6	-2%	0%
> Cc1ccc2nc(-c3cccc(Br)c3)cc(C(=O)Nn3cnnc3)c2c1
    0%	-10%	?	-8%	-0.5%	4%	7%	0%	3	?	0%
> Cc1cc2c(c(=O)o1)C(Cc1ccccc1)C(C#N)=C(N)O2 (configuration not stated)
    -3%	0%	9%	?	-0.1%	-1%	-1%	-2%	-4	2%	2%
> CC1CC(=O)N(CC(=O)N2CCCC2)c2ccccc2S1 (configuration not stated)
    -9%	12%	0%	9%	-0.9%	-5%	-5%	15%	6	/	2%
> CCOC(=O)c1cc2c(=O)n3ccccc3nc2n(CCCOC)c1=NC(C)=O
    -7%	-7%	-18%	0%	0.1%	2%	19%	-3%	-8	-4%	2%
> CCSc1nnc(NC(=O)CCNS(=O)(=O)c2ccccc2F)s1
    -8%	4%	2%	1%	0.1%	13%	7%	-2%	4	1%	0%
> Cc1ccc(O)c(C2=NOC(O)(C(F)(F)C(F)F)C2)c1 (configuration not stated)
    -5%	-2%	-7%	-2%	-3.7%	22%	-13%	-1%	14	10%	-4%
> O=C(CSc1nnc2c(n1)[nH]c1ccccc12)NCc1ccco1
    1%	7%	?	9%	0.2%	-3%	8%	-5%	-6	-4%	-1%
> Cc1nn(-c2ccccc2)c2nc(-c3ccccc3)cc(C(=O)N3CCOCC3)c12
    -1%	0%	?	-3%	-0.3%	?	-12%	4%	78	-1%	0%
> COc1ccc(NC(=O)CN2CCN(CC(=O)Nc3ccc(OC)c(OC)c3)CC2)cc1
    -2%	-6%	8%	-7%	-0.2%	-2%	8%	-1%	5	-2%	1%
> COc1cccc(C(=O)OCCNC(=O)c2cccnc2)c1
    -7%	0%	-2%	0%	-1.5%	5%	-15%	-17%	-6	-1%	-5%
> CN(C)c1ccc(/C=C/C(=O)c2cccnc2)cc1
    ?	-2%	-3%	10%	-0.3%	-3%	16%	9%	-11	-6%	15%
